Bioassay records deposited in PubChem by Broad Institute.
FN deposit inh = fibronectin deposition inhibition. AH1F fibroblasts, Alexa488-fibronectin deposition fluorescence, overnight. inhibition, % at 12.6 µM. actives 0.086% (n = 350,000);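 active means mean inhibition across replicates of 30% or more, regardless of how many single replicates reach that level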;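 further: positive control wells lacked labelled fibronectin entirely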
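Material: AH1F fibroblast monolayer depositing Alexa488-labelled fibronectin into matrix / Amount: 10000 AH1F cells per well / Signal: fluorescence 485/525 nm / Medium: DMEM, 2% serum / Compound: single dose, pinned / Incubation: 1 h cell adhesion before compound, then overnight fibronectin incubation / Reagent: Alexa488-FN, 24 nM final / Read-out: inhibition of fibronectin deposition signal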
CASP6 VEID inh = inhibitors of human caspase-6; P55212; purified caspase-6, Z-VEID-R110 cleavage fluorescence; inhibition, % at 12.5 µM; actives 0.53% (n = 350,000);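 active means mean inhibition across replicates at least about 35%, with every replicate also reaching that limit, limit read from the data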;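 further: 0% = median of neutral control wells and 100% = no fluorescence left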
Target sequence (P55212 24-179 limits assumed): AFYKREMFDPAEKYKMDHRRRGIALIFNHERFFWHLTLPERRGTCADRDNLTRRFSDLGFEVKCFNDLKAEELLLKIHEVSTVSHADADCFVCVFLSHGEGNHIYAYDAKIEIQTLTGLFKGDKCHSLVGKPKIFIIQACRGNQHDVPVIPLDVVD
Target sequence (P55212 194-293 limits assumed): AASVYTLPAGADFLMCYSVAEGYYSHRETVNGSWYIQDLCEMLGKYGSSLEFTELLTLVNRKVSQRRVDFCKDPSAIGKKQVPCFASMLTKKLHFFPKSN
C2C12 statin = protects C2C12 myotubes from simvastatin toxicity; rescue of ATP level, % at 7.49 µM; ATP luminescence, 48 h; scaled: DMSO 0, geranylgeraniol control 100; actives 0.78% (n = 330,000);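 active means mean ATP rescue above about 67%, or every replicate alone reaching that limit, limit read from the data, passing the limit was not always enough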;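 further: myotubes were challenged with 10 µM simvastatin during compound exposure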
S100A4 MyoIIA = S100A4-myosin IIA interaction inhibition; P26447; S100A4/TAMRA-MyoIIA peptide fluorescence polarization; inhibition, % at 10.7 µM; actives 0.14% (n = 360,000); AID 652163;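 active means mean inhibition of at least 70% across replicates, with every replicate also reaching that level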
Target sequence (P26447 whole entry, looked up): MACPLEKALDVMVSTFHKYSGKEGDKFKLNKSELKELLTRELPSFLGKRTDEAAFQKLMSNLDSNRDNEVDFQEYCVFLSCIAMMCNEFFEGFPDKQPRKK
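Material: S100A4 monomer (human). Medium: Calcium-containing HEPES buffer, pH 7.2. Probe or stimulus: labelled myosin peptide probe, 5 nM. Compound dosing: one concentration per compound. Timing: polarization read 5 min after assay mix addition, stable 5–60 min. Benchmarks: DMSO as neutral control, TFP as positive control.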
LGR2 inh = Drosophila LGR2 receptor signaling inhibition; inhibition, % at 9.99 µM; HEK293 LGR2, CRE-luciferase, bursicon-stimulated, 4 h; AID 720647; actives 0.35% (n = 380,000);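 active means drop in luminescence signal, shown as inhibition above about 50% in the replicate tests, limit read from the data, passing the limit was not always enough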;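 further: agonist challenge used bursicon conditioned medium at about half maximal strength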
SIRT5 block = inhibitors of human sirtuin-5 desuccinylase; Q9NXA8; Purified SirT5, succinyl-peptide AMC, trypsin-coupled fluorescence; inhibition, % at 15 µM; actives 1.1% (n = 330,000); AID 652115; in the data active means inhibition above about 15%
Target sequence (Q9NXA8 whole entry, looked up): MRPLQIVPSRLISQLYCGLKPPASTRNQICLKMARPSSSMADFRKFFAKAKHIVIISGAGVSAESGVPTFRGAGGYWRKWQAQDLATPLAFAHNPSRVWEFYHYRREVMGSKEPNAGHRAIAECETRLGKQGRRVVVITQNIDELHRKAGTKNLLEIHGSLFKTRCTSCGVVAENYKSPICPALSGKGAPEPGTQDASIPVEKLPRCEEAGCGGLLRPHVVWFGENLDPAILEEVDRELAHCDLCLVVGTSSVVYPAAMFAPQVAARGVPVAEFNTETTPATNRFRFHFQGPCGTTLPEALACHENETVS
esBAF inh = blocks esBAF chromatin remodeling in mouse ES cells; Bmi1-luciferase knock-in reporter, 24 h; 100% = twice the neutral-well signal; reporter increase, % at 12.5 µM; actives 2% (n = 350,000); AID 602393; in the data active means activation above about 40%;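 further: 0% = median of the plate's neutral control wells and 100% = double that signal; a rise in the Bmi1 reporter signal indicates esBAF inhibition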
Starred values were filed as active, the others as inactive; nt = no result given; & = joins results of further samples. The list is partial (hit frequency here may not be typical).

item	molecule	FN deposit inh	CASP6 VEID inh	C2C12 statin	S100A4 MyoIIA	LGR2 inh	SIRT5 block	esBAF inh
1	CC(C)NC(=O)Nc1ccc2c(c1)CC(=O)N([C@H](C)CO)C[C@@H](C)[C@H](CN(C)Cc1ccc3c(c1)OCO3)O2	nt	-5	-20	3	-8	6	-10
2	CC(Oc1ccc(Cl)cc1)C(=O)N(C)CC(=O)Nc1ccc(N2CCOCC2)cc1 (stereo not given)	nt	4	2	14	9	3	5
3	COC(=O)C1=CN(c2ccc(C)cc2)C(N)=C(C#N)C1c1ccc(OC)cc1 (stereo not given)	-8	2	nt	-27	12	0	nt
4	Cc1noc(C)c1S(=O)(=O)N(C)C[C@@H]1OCCCC[C@@H](C)Oc2ccc(NC(=O)C3CCCCC3)cc2C(=O)N([C@@H](C)CO)C[C@H]1C	nt	1	-14	39	-3	1	3
5	CCOC(=O)C1=C(CC)Nc2ccccc2N=C1NC(=O)CCN1C(=O)C2CCCCC2C1=O (stereo not given)	1	-7	nt	-5	2	4	nt
6	COc1cccc(CNC(=O)CCS(=O)(=O)c2cc3c(cc2C)NC(=O)CO3)c1	1	-1	8	-1	-20	-3	-1
7	Nc1ccc(S(=O)(=O)c2ccc(N)c(N)c2)cc1	-1	5	nt	-4	nt	3	nt
8	CC1CCCCN1S(=O)(=O)c1ccc(C(=O)Nc2ccccc2-c2nc3ccccc3s2)cc1 (stereo not given)	-3	-3	2	-2	24	-3	0
9	COc1cc2c(cc1OC)C1(CCCC1)CNC2C (stereo not given)	nt	-14	0	5	4	-5	-6
10	O=[N+]([O-])c1cc(C(F)(F)F)ccc1SCC(O)CO (stereo not given)	nt	0	nt	3	12	0	nt
11	CO[C@@]1(NC(=O)C2SC(=C(C(N)=O)C(=O)O)S2)C(=O)N2C(C(=O)O)=C(CSc3nnnn3C)CS[C@@H]21 (stereo not given in full)	-6	-2	3	-3	-18	-3	0
12	c1ccc2c(-c3csc(-c4ccncc4)n3)c[nH]c2c1	33*	0	-30	-11	-54	-2	52*
13	O=C(CCCC(=O)N/N=C/c1ccccc1C(=O)O)N/N=C/c1ccccc1C(=O)O	8	1	5	-1	-2	-4	-4
14	Cc1onc(-c2c(F)cccc2Cl)c1C(=O)NC(C)c1ccccc1 (stereo not given)	-7	-2	10	-4	0	-3	-6
15	OC[C@H]1[C@H](c2ccc(C#CC3(O)CCCC3)cc2)[C@H]2CN(Cc3ccccc3F)CCCCN21	nt	3	nt	-37	28	0	nt
16	Cc1noc(C)c1S(=O)(=O)N(C)C[C@@H]1OCCCC[C@@H](C)Oc2ccc(NC(=O)CCC(F)(F)F)cc2C(=O)N([C@@H](C)CO)C[C@H]1C	-3	nt	32	nt	-6	nt	2
17	C[C@@H]1CN([C@H](C)CO)C(=O)c2cc(NC(=O)Cc3cn(C)c4ccccc34)ccc2O[C@@H]1CN(C)C(=O)Nc1cccc2ccccc12	nt	1	0	5	-4	6	4
18	COc1ccc(C(=O)Nc2ccc3[nH]ncc3c2)cc1	3	-2	-2	-1	15	-3	-15
19	CN(C)S(=O)(=O)N1CCN(c2cc(Cl)ccc2Cl)CC1	5	nt	2	nt	nt	nt	0
20	CCCCN1CC(=O)N2[C@H]3c4ccccc4OC[C@@H]3[C@H](C(=O)OCC)[C@]2(C)C1=O	-1	1	9	0	8	-3	-1
21	CC(C)NC(=O)N1CCCCN2[C@H](CO)[C@H](c3ccc(C#CC4CC4)cc3)[C@H]2C1	nt	-4	-3	-3	11	-1	-2
22	COc1ccc(S(=O)(=O)NCCCn2ccnc2)cc1C(C)(C)C	1	-21	16	-8	8	0	-6
23	Cc1cc(C)c(C(=O)Nc2ccc(C)c(C)c2)c(CC(C)(C)C(=O)O)c1	-5	1	18	3	2	0	-4
24	NS(=O)(=O)c1ccc(CCNC(=O)Cc2cccs2)cc1	1	4	-8	-3	10	4	-1
25	COc1ccc(CNC(=O)CN(C(=O)CCC(=O)Nc2ccccn2)c2ccccc2OC)cc1	nt	nt	10	nt	30	nt	-6
26	Cn1cnc(S(=O)(=O)N[C@H]2CC[C@H](CC(=O)Nc3ccccc3)O[C@@H]2CO)c1	-1	-2	1	-6	-2	-3	0
27	Cc1ccc(N2CC(C(=O)NCCS(=O)(=O)N3CCN(c4ccccc4)CC3)CC2=O)cc1C (stereo not given)	2	-3	4	-1	4	-3	2
28	O=C(/C=C/c1ccc(Cl)cc1)N1CCN(c2ccccc2[N+](=O)[O-])CC1	12	-3	nt	-7	nt	-3	nt
29	COc1ccc(/C=C/C(=O)Oc2cccc(/C=N/NC(=O)Cc3ccc(Br)cc3)c2)cc1	6	-1	15	1	-54	-10	63*
30	CC(C)C(C(=O)Nc1cccnc1)N1C(=O)c2ccccc2C1=O (stereo not given)	-8	nt	2	nt	nt	nt	-10
31	COc1ccc(NC(=O)N(C)C[C@H]2Oc3cc(-c4cccc(C(=O)N(C)C)c4)ccc3S(=O)(=O)N([C@H](C)CO)C[C@H]2C)cc1	nt	-2	10	5	0	-4	-1
32	C[C@H]1CN([C@@H](C)CO)C(=O)c2cc(NC(=O)Nc3cccc4ccccc34)ccc2O[C@@H]1CN(C)C(=O)NC1CCCCC1	4	3	5	-9	-2	1	-3
33	COc1ccccc1-c1c(C)nn2c(-c3ccccc3)cc(C)nc12	-2	2	nt	0	-7	nt	nt
34	O=C(C1CCCO1)N(Cc1ccccc1)c1ccccc1 (stereo not given)	nt	2	-2	4	4	1	-6
35	O=C(Nc1cccc(C(F)(F)F)c1)c1ccc(-n2cncn2)nc1	-3	0	nt	-1	nt	12	nt
36	COc1ccc(S(=O)(=O)NC(C(=O)NCCc2ccccn2)C(C)C)cc1 (stereo not given)	2	0	nt	-1	-3	-1	nt
37	CO[C@H]1CN(C)C(=O)c2ccc(NS(=O)(=O)C3CCCCC3)cc2OC[C@H](C)NC[C@@H]1C	12	1	nt	38	9	1	nt
38	Cc1ccc(NC(=O)c2ccccn2)cc1S(=O)(=O)N1CCOCC1	-1	2	nt	2	-2	-5	nt
39	CO[C@H]1CN(C)C(=O)c2cc(NC(=O)c3nc4ccccc4s3)ccc2OC[C@@H](C)N(Cc2cncnc2)C[C@@H]1C	15	nt	-17	-1	3	5	3
40	C[n+]1c2cc(N)ccc2cc2ccc(N)cc21	-88&-167	-293	-96&44	31&15	0&26	4&2	-76&-85
41	COc1ccc(OCCC(=O)Nc2ccccc2)cc1	-2	-1	-7	1	2	0	0
42	COCC(=O)Nc1ccc2c(c1)C(=O)N(C)C[C@H](OC)[C@H](C)CN(C(=O)c1ccncc1)[C@H](C)CO2	3	0	3	-2	9	-2	-9
43	CCOc1cc(C)c(Cl)cc1S(=O)(=O)n1cnc2ccccc21	3	nt	18	nt	nt	nt	-2
44	CCc1nc2ccc(C(=O)N3CCN(C(C)=O)CC3)cn2c1N(C=O)Cc1ccc(OC)cc1	6	-1	9	43	6	nt	2
45	Cc1cc(Oc2ccccc2F)nc(NCc2ccccc2)n1	nt	nt	-4	nt	-12	nt	4
46	COc1cc(-c2nnc(SCC(=O)/C(C#N)=C(\C)N)o2)cc(OC)c1OC	-5	nt	nt	nt	-18	nt	-4
47	CNC(=O)CSc1nnc(-c2cc(C)cc(C)c2)o1	nt	1	nt	-6	-4	1	nt
48	C[C@@H]1CN([C@H](C)CO)C(=O)Cc2cc(NS(=O)(=O)c3ccc(Cl)cc3)ccc2O[C@H]1CN(C)C(=O)NC1CCCCC1	3	-1	-9	-4	1	-1	-5
49	O=C(CSc1nnc(CNc2cccc(Cl)c2)o1)OC1CCCCC1	2	nt	-12	nt	nt	nt	7
50	CCc1cnc(N2[C@H](CO)[C@@H](c3ccc(-c4cccc(F)c4)cc3)[C@@H]2C#N)s1	-13	-3	32	-15	-2	2	-1
51	O=C(c1ccc2oc(CCCc3ccccc3)nc2c1)N1CCCC1	-4	5	-1	-18	-55	2	71*
52	Cc1nc2ccccc2c(=O)n1/N=C/c1ccccn1	1	nt	-4	nt	nt	nt	2
53	CC(=O)Oc1ccc(C(=O)Nc2cccnc2)cc1	-4	3	-19	-7	1	0	-5
54	O=C(CN1C(=O)C2CC=CCC2C1=O)OCC(=O)c1ccc(Cl)c([N+](=O)[O-])c1 (stereo not given)	-2	-1	-10	1	-3	2	-2
55	N#CCSc1nnc(-c2cnccn2)n1Cc1ccccc1	5	nt	6	nt	nt	nt	-2
56	Clc1ccc(CSc2nnc(-c3ccccn3)n2Cc2ccco2)cc1Cl	-1	-2	24	-3	20	-6	-3
57	O=C(c1cccc(Oc2ccccc2)c1)N1CCN(c2ccccn2)CC1	-9	2	9	-18	-19	0	-7
58	O=C(C1CCCCC1)N1C[C@@H](O)[C@H](n2cc(C3CC3)nn2)C[C@@H]1c1ccc(Cl)cc1	-7	0	7	2	5	nt	-8
59	CN(CCc1ccccn1)C(=O)CCC1CCCN(C(=O)c2ccccn2)C1 (stereo not given)	nt	2	19	1	7	0	-3

Gathered by group: the compounds so far containing an aryl thioether with sulfur outside any ring (seven)
item	molecule	FN deposit inh	CASP6 VEID inh	C2C12 statin	S100A4 MyoIIA	LGR2 inh	SIRT5 block	esBAF inh
10	O=[N+]([O-])c1cc(C(F)(F)F)ccc1SCC(O)CO (stereo not given)	nt	0	nt	3	12	0	nt
11	CO[C@@]1(NC(=O)C2SC(=C(C(N)=O)C(=O)O)S2)C(=O)N2C(C(=O)O)=C(CSc3nnnn3C)CS[C@@H]21 (stereo not given in full)	-6	-2	3	-3	-18	-3	0
46	COc1cc(-c2nnc(SCC(=O)/C(C#N)=C(\C)N)o2)cc(OC)c1OC	-5	nt	nt	nt	-18	nt	-4
47	CNC(=O)CSc1nnc(-c2cc(C)cc(C)c2)o1	nt	1	nt	-6	-4	1	nt
49	O=C(CSc1nnc(CNc2cccc(Cl)c2)o1)OC1CCCCC1	2	nt	-12	nt	nt	nt	7
55	N#CCSc1nnc(-c2cnccn2)n1Cc1ccccc1	5	nt	6	nt	nt	nt	-2
56	Clc1ccc(CSc2nnc(-c3ccccn3)n2Cc2ccco2)cc1Cl	-1	-2	24	-3	20	-6	-3

Compound profiles, as listed above. Values in the order: FN deposit inh	CASP6 VEID inh	C2C12 statin	S100A4 MyoIIA	LGR2 inh	SIRT5 block	esBAF inh
Cc1nc2ccccc2c(=O)n1/N=C/c1ccccn1 reads 1	nt	-4	nt	nt	nt	2
CN(CCc1ccccn1)C(=O)CCC1CCCN(C(=O)c2ccccn2)C1 (stereo not given) reads nt	2	19	1	7	0	-3
